High-throughput results as filed in PubChem.
OX1R antag-1: blocks the human orexin 1 receptor. O43613. OX1R-expressing cells, FRET antagonist read-out. inhibition, % at 6.6 µM. hit rate 1.8% among 330,000. AID 485270; in the data active = inhibition mostly above about 38%, no sharp cut-off; inactive = mostly below about 40%;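 also: 0% = agonist challenge alone and 100% = reference antagonist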
Target sequence (O43613 whole entry, looked up): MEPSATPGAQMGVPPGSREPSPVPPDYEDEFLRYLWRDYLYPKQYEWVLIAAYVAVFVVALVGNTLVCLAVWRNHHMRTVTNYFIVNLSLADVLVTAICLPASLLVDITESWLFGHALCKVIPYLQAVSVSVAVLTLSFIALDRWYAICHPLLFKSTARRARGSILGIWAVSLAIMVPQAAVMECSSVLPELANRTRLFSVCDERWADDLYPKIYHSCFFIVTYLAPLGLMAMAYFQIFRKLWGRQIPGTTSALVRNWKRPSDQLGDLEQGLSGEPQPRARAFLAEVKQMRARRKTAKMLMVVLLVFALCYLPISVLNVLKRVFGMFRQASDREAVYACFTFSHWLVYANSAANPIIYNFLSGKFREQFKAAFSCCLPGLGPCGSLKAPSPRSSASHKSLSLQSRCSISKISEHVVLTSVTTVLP
OX1R antag-2: blocks the human orexin 1 receptor | inhibition, % at 5 µM | CHO/OX1R cells, Fluo-8 calcium fluorescence, orexin A | O43613 | AID 434989 | hit rate 0.43% among 330,000;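 active = inhibition above its plate's threshold, mean inhibition of all tested compounds on the plate plus 3 SD, cut at about 37% in these data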;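 also: 0% = orexin A challenge wells and 100% = SB-334867-A antagonist wells; not every result past the cut was called active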
STK33 inh: human STK33 kinase inhibition | purified STK33, MBP phosphorylation, ADP-Glo luminescence | hit rate 0.073% among 320,000 | inhibition, % at 10 µM;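 active = inhibition at or above 25%, using the most active replicate where run in duplicate; inactive = inhibition below 25%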
Target sequence (Q9BYT3 whole entry, looked up): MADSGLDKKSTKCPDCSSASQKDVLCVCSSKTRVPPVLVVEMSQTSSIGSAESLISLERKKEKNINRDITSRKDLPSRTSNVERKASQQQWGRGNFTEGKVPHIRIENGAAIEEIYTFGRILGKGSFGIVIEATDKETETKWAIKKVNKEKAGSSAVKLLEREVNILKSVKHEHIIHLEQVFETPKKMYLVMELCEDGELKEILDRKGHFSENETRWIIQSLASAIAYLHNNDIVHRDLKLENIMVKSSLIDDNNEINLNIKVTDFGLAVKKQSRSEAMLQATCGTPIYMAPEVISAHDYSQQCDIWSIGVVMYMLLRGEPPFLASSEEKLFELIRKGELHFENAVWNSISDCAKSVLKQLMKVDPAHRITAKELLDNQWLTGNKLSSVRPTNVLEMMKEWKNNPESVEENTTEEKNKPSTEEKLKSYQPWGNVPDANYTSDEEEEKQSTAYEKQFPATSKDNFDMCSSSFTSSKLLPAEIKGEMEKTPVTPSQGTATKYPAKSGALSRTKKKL
Active calls of the source: *.

CC1CC(=O)Nc2ccccc2N1C(=O)Cn1cnc2ccccc2c1=O (configuration not stated) was read as OX1R antag-1 3.5, OX1R antag-2 8.5 and STK33 inh -2.0.
Screening O=C(NCCCN1CCCC1=O)c1cccnc1 returned OX1R antag-1 -2.4, OX1R antag-2 9.6 and STK33 inh 0.4.
Screening O=C(O)CSc1nnc(Cc2ccccc2)n1Cc1ccccc1 returned OX1R antag-1 6.2, OX1R antag-2 -4.6 and STK33 inh -1.6.
For Cc1[nH]c(=O)c(C(=O)/C=C/c2ccccc2)c2c1CCCC2 the results were OX1R antag-1 14.6, OX1R antag-2 -21.4 and STK33 inh 6.6.
N#CCCCc1cc2cc(F)ccc2cn1 was read as OX1R antag-1 9.5, OX1R antag-2 -4.2 and STK33 inh 0.4.
CSCCC(NC(=O)COc1ccccc1)C(=O)N1CCOCC1 (configuration not stated) was read as OX1R antag-1 7.1, OX1R antag-2 -22.8 and STK33 inh -1.9.
NC(=O)c1cc([N+](=O)[O-])ccc1Nc1ccccc1 was read as OX1R antag-1 10.5, OX1R antag-2 -16.5 and STK33 inh -3.0.
CCc1cccc(CC)c1N(COC)C(=O)Cn1c(C(C)O)nc2ccccc21 (configuration not stated) was read as OX1R antag-1 2.9, OX1R antag-2 -29.7 and STK33 inh -0.5.
COc1ccc(C(=O)Nc2ccc(Cl)c(Cl)c2)c(OC)n1 was read as OX1R antag-1 21.6, OX1R antag-2 -5.7 and STK33 inh -0.5.
`Cn1c(SCC(=O)NCc2ccco2)nnc1-c1ccccc1` gave OX1R antag-1 4.2, OX1R antag-2 -13.7 and STK33 inh -0.5.
Screening Clc1cccc2sc(-c3nnc(-c4ccccc4)o3)c(Cl)c12 returned OX1R antag-1 10.5, OX1R antag-2 -15.1 and STK33 inh 0.3.
`O=S(=O)(Nc1cc2nc3ccccc3nc2n1Cc1ccccc1)c1ccc(Cl)cc1` gave OX1R antag-1 6.9, OX1R antag-2 3.5 and STK33 inh -1.0.
`COC(=O)c1ccc(CN2CCC(Oc3cccc(C(=O)N4CCCC4)c3)CC2)cc1` gave OX1R antag-1 20.0, OX1R antag-2 -22.4 and STK33 inh 9.9.
COc1ccc(CCNC(=S)Nc2ccccc2)cc1 was read as OX1R antag-1 10.6, OX1R antag-2 -17.8 and STK33 inh 0.3.
`CC(=O)NC(Cc1ccccc1)C(=O)OCC(=O)c1ccccc1` (configuration not stated) gave OX1R antag-1 2.6, OX1R antag-2 -6.5 and STK33 inh -1.1.
CC1CCCN(S(=O)(=O)c2ccc(NC(=O)Cc3ccc(S(=O)(=O)N4CCOCC4)s3)cc2)C1 (configuration not stated) was read as OX1R antag-1 4.5, OX1R antag-2 12.5 and STK33 inh -0.5.
Cc1nn(-c2ccccc2)c2sc(C(=O)NC3CC3)cc12 was read as OX1R antag-1 34.6, OX1R antag-2 -21.5 and STK33 inh -0.1.
COCCC(=O)N1CCC(Oc2ccc(C(=O)N(C)Cc3cc(C)no3)cc2)CC1 was read as OX1R antag-1 7.1, OX1R antag-2 6.1 and STK33 inh -0.1.
Screening COCCCNC(=O)c1ccccc1SC returned OX1R antag-1 17.1, OX1R antag-2 11.6 and STK33 inh -2.0.
Screening Cc1cc(N2CCC(C(=O)Nc3ccc(F)cc3)CC2)nc(-c2ccccc2)n1 returned OX1R antag-1 22.1, OX1R antag-2 -13.2 and STK33 inh -1.8.

Gathered by group, those above with an aryl thioether with sulfur outside any ring
Screening O=C(O)CSc1nnc(Cc2ccccc2)n1Cc1ccccc1 returned OX1R antag-1 6.2, OX1R antag-2 -4.6 and STK33 inh -1.6.
`Cn1c(SCC(=O)NCc2ccco2)nnc1-c1ccccc1` gave OX1R antag-1 4.2, OX1R antag-2 -13.7 and STK33 inh -0.5.
Screening COCCCNC(=O)c1ccccc1SC returned OX1R antag-1 17.1, OX1R antag-2 11.6 and STK33 inh -2.0.

(further entries)
For Cc1ccc(NC(=O)c2cc(S(=O)(=O)N3CCC4(CC3)OCCO4)ccc2F)cc1 the results were OX1R antag-1 19.1, OX1R antag-2 -9.4 and STK33 inh 1.3.
`O=C(O)CNC(=O)c1ccc(Oc2c(F)c(F)c(Oc3ccc(C(=O)NCC(=O)O)cc3)c(F)c2F)cc1` gave OX1R antag-1 13.2, OX1R antag-2 -13.2 and STK33 inh -0.2.
Cn1c(=O)cc(OCCCC(=O)Nc2cccnc2)c2ccccc21 was read as OX1R antag-1 12.3, OX1R antag-2 -5.0 and STK33 inh 0.5.
For Cc1csc(=O)n1CC(=O)OCC(=O)c1c(N)n(C)c(=O)n(C)c1=O the results were OX1R antag-1 15.1, OX1R antag-2 -10.6 and STK33 inh -1.4.
Screening C=CCc1cc(OC)ccc1OCCCCn1cncn1 returned OX1R antag-1 3.4, OX1R antag-2 -4.2 and STK33 inh -1.8.
`CCOC(=O)C1CCN(C(c2cccs2)c2sc3nc(C)nn3c2O)CC1` (configuration not stated) gave OX1R antag-1 15.0, OX1R antag-2 -5.1 and STK33 inh -1.6.
`CCOC(=O)c1c(-c2ccc(F)cc2)csc1/N=C/N(C)C` gave OX1R antag-1 29.7, OX1R antag-2 -26.8 and STK33 inh 0.6.
For Cc1ccc(N2CC(C(=O)N3CCc4ccccc4C3)CC2=O)cc1 (configuration not stated) the results were OX1R antag-1 2.7, OX1R antag-2 -18.9 and STK33 inh -5.1.
`CCC1(c2ccc(F)cc2)NC(=O)N(CC(=O)Nc2ccc(N3CCCCC3)cc2)C1=O` (configuration not stated) gave OX1R antag-1 -9.6, OX1R antag-2 -12.1 and STK33 inh -1.1.
Screening O=c1c2ccccc2cnn1Cc1n[nH]c(=S)n1-c1cc(Cl)cc(Cl)c1 returned OX1R antag-1 -3.6, OX1R antag-2 16.6 and STK33 inh -0.7.
`O=C1NC[C@@H](Cc2ccc(O)cc2)N(CCc2cccc(F)c2)C1=O` gave OX1R antag-1 14.6, OX1R antag-2 9.4 and STK33 inh 0.2.
O=C(CN1C(=O)C2C3C=CC(C3)C2C1=O)Nc1ccc(F)cc1 (configuration not stated) was read as OX1R antag-1 12.8, OX1R antag-2 -9.3 and STK33 inh 0.4.
CCOc1ccc2oc(C(=O)NCC3CCCO3)c(C)c2c1 (configuration not stated) was read as OX1R antag-1 9.1, OX1R antag-2 -24.3 and STK33 inh 0.5.
O=C(/C=C/c1ccccc1)N1CCN(c2c(Cl)cccc2[N+](=O)[O-])CC1 was read as OX1R antag-1 56.9, OX1R antag-2 -16.3 and STK33 inh -1.4.
Screening CCc1c(O)nc(SCC(=O)Nc2ccccc2)n(C(C)CC)c1=O (configuration not stated) returned OX1R antag-1 12.6, OX1R antag-2 -9.7 and STK33 inh -0.6.
For O=C(N/N=C(\c1ccccc1)c1ccccn1)c1cccc([N+](=O)[O-])c1 the results were OX1R antag-1 14.0, OX1R antag-2 27.5 and STK33 inh -0.5.
CCOC(=O)CNS(=O)(=O)c1ccc(S(=O)(=O)NC2CC2)cc1 was read as OX1R antag-1 2.0, OX1R antag-2 -19.9 and STK33 inh 0.0.
Screening CCN1C(=O)[C@@H]2[C@H](C1=O)[C@@H]1CC(C(=O)OC)=C[C@@H](C(=O)OC)C3C1=C(C(=O)C3(CC)CC)[C@@H]2C (some centres not stated) returned OX1R antag-1 36.3, OX1R antag-2 -21.7 and STK33 inh -2.0.
`CCCCN(C(=O)CCC(=O)Nc1cc(C)on1)C(C(=O)NC1CCCC1)c1ccccc1C` (configuration not stated) gave OX1R antag-1 38.0, OX1R antag-2 -22.8 and STK33 inh -0.4.
For NC(=S)N/N=C/c1ccc(OC(=O)c2cccnc2)cc1 the results were OX1R antag-1 7.5, OX1R antag-2 -9.2 and STK33 inh -1.1.
For Cc1ccc(NC(=O)c2cccc3cccnc23)cc1 the results were OX1R antag-1 25.2, OX1R antag-2 -20.7 and STK33 inh 3.3.
For COc1cc2c(cc1NC(=S)Nc1cccc3ccccc13)oc1ccccc12 the results were OX1R antag-1 16.2, OX1R antag-2 -15.5 and STK33 inh -2.3.
For CCC(=O)c1ccc(OCC(O)CN2CCN(c3ccccn3)CC2)cc1 (configuration not stated) the results were OX1R antag-1 -9.6, OX1R antag-2 -27.3 and STK33 inh -0.3.
`ClCC1CN(Cc2ccccc2Cl)CCO1` (configuration not stated) gave OX1R antag-1 -0.6, OX1R antag-2 -0.2 and STK33 inh -2.1.
For Cc1coc2cc3oc(=O)c(Cc4ccccc4)c(C)c3cc12 the results were OX1R antag-1 24.9, OX1R antag-2 -13.6 and STK33 inh -0.9.
COc1ccc(-c2cc(-c3ccco3)[nH]c(=O)c2C#N)cc1OC was read as OX1R antag-1 72.7*, OX1R antag-2 4.4 and STK33 inh 1.2.
O=[N+]([O-])c1cc2c(cc1/C=N/Nc1nc(N3CCCC3)nc(N3CCCC3)n1)OCO2 was read as OX1R antag-1 11.9, OX1R antag-2 -24.2 and STK33 inh -0.3.
`Cc1cccc(OCc2nc(-c3ccc(-n4cccc4)cc3)no2)c1` gave OX1R antag-1 10.3 and OX1R antag-2 8.0.
COc1ccc(NC(=S)Nc2ccccc2OC)c(OC)c1 was read as OX1R antag-1 8.0, OX1R antag-2 -5.7 and STK33 inh -2.3.
CCN(CC)S(=O)(=O)c1ccc(N2CCOCC2)c(NC(=O)c2cnccn2)c1 was read as OX1R antag-1 18.3 and OX1R antag-2 -9.0.
For CCN1C(=O)c2cccc3c(S(=O)(=O)Nc4ncccc4C)ccc1c23 the results were OX1R antag-1 11.9, OX1R antag-2 -5.4 and STK33 inh 1.0.
COc1ccc(CCn2c(NN=C(C)C)nc3c2c(=O)[nH]c(=O)n3C)cc1 was read as OX1R antag-1 22.4, OX1R antag-2 -13.7 and STK33 inh 0.8.
For CC12CCC(C(=O)NNC(=O)c3ccc(Br)cc3)(OC1=O)C2(C)C (configuration not stated) the results were OX1R antag-1 2.5, OX1R antag-2 8.1 and STK33 inh -2.3.
`CC1CCN(C(=O)CNC(=O)CNC(=O)Cc2ccccc2)CC1` gave OX1R antag-1 15.9, OX1R antag-2 -7.4 and STK33 inh -2.2.
CCOC(=O)c1[nH]c(C)c(/C(O)=C2\C(=O)C(=O)N(CCN3CCOCC3)C2c2cccs2)c1C (configuration not stated) was read as OX1R antag-1 6.5, OX1R antag-2 -19.3 and STK33 inh 0.4.
`Cc1c(C#N)c2ncn(CCCN(C)C)c(=O)c2n1-c1ccccc1` gave OX1R antag-1 30.8, OX1R antag-2 -16.7 and STK33 inh -2.1.
CC[C@]12c3[nH]c4cc(-c5ccco5)ccc4c3CCN1C(=O)[C@@H](CC(=O)NCc1cccc(C(F)(F)F)c1)C[C@@H]2C(=O)N1CCN(C(=O)C2CC2)CC1 was read as OX1R antag-1 3.5 and OX1R antag-2 -10.1.
CSc1nc(=S)n(-c2cc(C)ccc2C)c(C)c1C(C)=O was read as OX1R antag-1 -11.1, OX1R antag-2 -20.1 and STK33 inh -0.2.
For NC(=O)Cc1nc(-c2ccccc2)cs1 the results were OX1R antag-1 5.8, OX1R antag-2 -3.0 and STK33 inh -1.9.
`COc1ccc(-c2csc(NC(=O)Cc3ccccc3F)n2)c(OC)c1` gave OX1R antag-1 26.9, OX1R antag-2 -19.1 and STK33 inh 2.1.

Entries listed so far that contain a cyano group:
N#CCCCc1cc2cc(F)ccc2cn1 was read as OX1R antag-1 9.5, OX1R antag-2 -4.2 and STK33 inh 0.4.
COc1ccc(-c2cc(-c3ccco3)[nH]c(=O)c2C#N)cc1OC was read as OX1R antag-1 72.7*, OX1R antag-2 4.4 and STK33 inh 1.2.
`Cc1c(C#N)c2ncn(CCCN(C)C)c(=O)c2n1-c1ccccc1` gave OX1R antag-1 30.8, OX1R antag-2 -16.7 and STK33 inh -2.1.

Continuation:
For CCN(CC)S(=O)(=O)c1ccc(Cl)c(NC(=O)c2ccc(C#N)cc2)c1 the results were OX1R antag-1 12.1, OX1R antag-2 -25.8 and STK33 inh -0.5.
Screening O=C(NCC(=O)N1CCN(C/C=C/c2ccccc2)CC1)c1ccc(OC(F)F)cc1 returned OX1R antag-1 6.1, OX1R antag-2 -24.4 and STK33 inh -1.0.
Cc1ccc(NC(=O)c2oc3ccccc3c2NC(=O)C2CCCO2)cc1C (configuration not stated) was read as OX1R antag-1 18.1, OX1R antag-2 -42.3 and STK33 inh 0.0.
Screening O=C(O)/C=C/c1cn(-c2ccccc2)nc1-c1cccc([N+](=O)[O-])c1 returned OX1R antag-1 31.3, OX1R antag-2 -12.2 and STK33 inh -0.6.
Screening Cc1csc(NC(=O)c2ccc3nc[nH]c3c2)n1 returned OX1R antag-1 17.0, OX1R antag-2 -27.6 and STK33 inh 1.8.
O=C(Nc1ccc(Cl)c([N+](=O)[O-])c1)c1ccco1 was read as OX1R antag-1 9.6, OX1R antag-2 -11.5 and STK33 inh 2.8.
`CC1(C)CC(NC(=O)C2CCC(=O)N(C3CC3)C2)CC(C)(C)C1` (configuration not stated) gave OX1R antag-1 8.3, OX1R antag-2 -1.2 and STK33 inh 0.0.
COc1cc(OC)cc(-c2nnc(Nc3nc4c(F)cccc4s3)o2)c1 was read as OX1R antag-1 6.2, OX1R antag-2 -19.9 and STK33 inh 0.3.
Screening CC1CN(CCOc2ccccc2-c2ccccc2)CC(C)O1 (configuration not stated) returned OX1R antag-1 15.5, OX1R antag-2 -19.5 and STK33 inh -0.3.
`COc1ccccc1N(C(=O)c1ccco1)C(C(=O)NC1CCCCC1)c1cc(OC)c(OC)c(OC)c1` (configuration not stated) gave OX1R antag-1 41.7*, OX1R antag-2 -23.5 and STK33 inh 0.2.
For COc1ccc(-c2cc(C(=O)NCc3ccco3)c3ccccc3n2)cc1OC the results were OX1R antag-1 10.8, OX1R antag-2 -21.1 and STK33 inh -6.3.
